M1 ag = human M1 muscarinic receptor agonism. P11229. 360,000 tested, 0.33% active. CHO-K1 hM1, Fluo-8 calcium fluorescence, agonist mode; 0% DMSO, 100% acetylcholine EC100. activation, % at 3 µM. AID 588814;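 active = activation above the run's mean compound activation plus 3 SD, cut at about 16% in these data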;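 note: peak over basal fluorescence ratio within a 140 s kinetic read after compound addition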
V1aR counter = counter-screen for oxytocin receptor agonists: human V1a receptor agonists; CHO-V1R cells, Fluo-8 calcium fluorescence, agonist mode; 0% DMSO, 100% 3 nM vasopressin; P37288; activation, % at 3 µM; 320,000 tested, 0.25% active;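 active = activation above the mean activation of all tested compounds plus 3 SD, per screening run, cut at about 20% in these data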;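 note: signal is peak over basal fluorescence ratio across a 100 second FLIPR read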
Target sequence (P37288 whole entry, looked up): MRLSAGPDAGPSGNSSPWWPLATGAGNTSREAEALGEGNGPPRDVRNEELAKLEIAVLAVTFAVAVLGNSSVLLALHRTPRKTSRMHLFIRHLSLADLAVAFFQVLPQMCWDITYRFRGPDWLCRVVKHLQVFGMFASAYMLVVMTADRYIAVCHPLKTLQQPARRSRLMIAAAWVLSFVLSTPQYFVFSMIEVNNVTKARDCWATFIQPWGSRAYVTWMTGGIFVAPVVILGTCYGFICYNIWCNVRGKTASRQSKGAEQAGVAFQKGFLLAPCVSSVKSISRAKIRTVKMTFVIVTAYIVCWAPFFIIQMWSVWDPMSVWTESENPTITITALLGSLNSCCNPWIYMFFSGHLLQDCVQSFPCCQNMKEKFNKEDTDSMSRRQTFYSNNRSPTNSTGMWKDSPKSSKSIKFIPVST
OXTR ag = agonists of human oxytocin receptor; activation, % at 3 µM; CHO-OTR cells, Fluo-8 calcium fluorescence; normalized: DMSO 0%, oxytocin 100%; P30559; 320,000 tested, 0.32% active;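 active = activation above the mean of all tested compounds plus 3 SD, cutoff set per screening run, cut at about 20% in these data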;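 note: peak over basal fluorescence ratio from a 100 s FLIPR kinetic read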
TAAR1 ag = agonists of human TAAR1; Q96RJ0; CHO RD-HGA16 TAAR1, Fluo-8 calcium fluorescence; vehicle wells 0%, saturating PEA agonist 100%; activation, % at 3 µM; 360,000 tested, 0.99% active; AID 624467;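 active = activation above the mean activation of all test compounds in the run plus 3 SD, cut at about 38% in these data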
Target sequence (Q96RJ0 whole entry, looked up): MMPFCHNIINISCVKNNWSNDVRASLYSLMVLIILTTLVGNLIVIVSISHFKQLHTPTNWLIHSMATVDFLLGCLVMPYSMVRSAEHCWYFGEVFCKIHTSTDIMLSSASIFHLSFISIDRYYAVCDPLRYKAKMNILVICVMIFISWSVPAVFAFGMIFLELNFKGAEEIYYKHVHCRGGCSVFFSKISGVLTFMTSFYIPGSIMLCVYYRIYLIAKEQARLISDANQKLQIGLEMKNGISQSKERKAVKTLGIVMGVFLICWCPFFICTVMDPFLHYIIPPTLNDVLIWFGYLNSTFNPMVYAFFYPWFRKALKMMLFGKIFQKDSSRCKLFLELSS
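Benchmarks: low control DMSO, high control PEA (EC100); System: CHO RD-HGA16 cells carrying human TAAR1 plus Gα16; Detection: Fluo-8 fluorescence, 5 s baseline then 140 s kinetic read; Schedule: 17-24 h plating, Fluo-8 75 min 37 °C, 30 min RT; Read-out basis: % activation from peak over basal fluorescence ratio, DMSO-to-PEA scaled.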
CHO parental Ca = counter-screen: ATP calcium response change in parental CHO cells. parental CHO-K1, ATP-induced calcium, Fluo-8 fluorescence. inhibition, % at 5.6 µM. 330,000 tested, 0.63% active;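 active = inhibition above that plate's mean sample inhibition plus 3 SD, cut at about 26% in these data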;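 note: 0% = ATP-challenged DMSO wells and 100% = DMSO wells without ATP; some compounds past the cut are filed as inactive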
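Test system: untransfected parental CHO cell line. Compound: one dose, 5.6 µM nominal. Detection: intracellular calcium via Fluo-8 no-wash fluorescent dye. Measure: % inhibition. Benchmarks: ATP-challenged DMSO wells low, unchallenged DMSO wells high.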
M1 antag = blocks human M1 muscarinic receptor | P11229 | CHO-K1 hM1, Fluo-8 calcium fluorescence, ACh EC80 antagonist | inhibition, % at 3 µM | 360,000 tested, 1.3% active;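 active = percent inhibition above its own plate's cutoff, namely the mean of that plate's compound wells plus 3 SD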;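 note: peak over basal fluorescence ratio during 140 s after agonist addition; 0% = ACh EC80 plus DMSO and 100% = DMSO alone without agonist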
OXTR potentiator = potentiators of human oxytocin receptor; P30559; CHO-OTR cells, Fluo-8 calcium fluorescence, potentiator mode; 0% = oxytocin EC15, 100% = EC100; activation, % at 3 µM; 320,000 tested, 0.061% active; AID 2445;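 active = activation above that plate's cutoff, the mean activation of tested compounds plus 3 SD, cut at about 6.6% in these data, passing the limit was not always enough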;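 note: 100% uses oxytocin at 75 nM as the full agonist control; some results filed as inactive read as strong as hits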
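Material: human OTR in CHO cells. Compound: 3.0 µM, one dose. Timing: compound 6 min at room temperature before oxytocin, 100 s read. Evaluation: % activation of max/min ratio relative to oxytocin controls. Replication: single well per compound, singlicate. Signal: Fluo-8 calcium dye fluorescence.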
TAAR1 antagonist = human TAAR1 antagonism; Q96RJ0; CHO RD-HGA16 TAAR1, Fluo-8 calcium fluorescence, antagonist; inhibition, % at 3 µM; 360,000 tested, 1.5% active; AID 624466;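 active = inhibition above a per-plate cutoff, the mean inhibition of test compounds on that plate plus 3 SD, cut at about 49% in these data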;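 note: 0% = DMSO plus EC80 beta-PEA response and 100% = DMSO alone without agonist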
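System: RD-HGA16 CHO cells with stable hTAAR1 and Gα16 | Probe or stimulus: EC80 β-phenethylamine stimulus | Dosing: 3 µM, single point | Times: Dye loading 75 min at 37 °C, then 30 min room temperature | Measured by: Fluo-8 calcium-sensitive fluorescence | Read-out basis: % inhibition of agonist calcium response | Replicates: n of 1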
CHRM1 PAM = human CHRM1 positive allosteric modulation | 360,000 tested, 0.088% active | activation, % at 3 µM | P11229 | AID 588819 | CHO-K1 hM1, Fluo-8 calcium fluorescence, ACh EC20; 0% = ACh EC20, 100% = maximal ACh; in the data active = activation above about 19%, passing the limit was not always enough
Active calls of the source: *; . = not tested or not shown.

Each structure is followed by: V1aR counter | M1 ag | CHRM1 PAM | CHO parental Ca | TAAR1 antagonist | TAAR1 ag | OXTR ag | OXTR potentiator | M1 antag
> O=C(/C=C/c1ccccc1)N1CCC[C@H]1CO
  0.3 | -4 | 4 | -12 | -3 | 13 | -0.3 | -1 | 4
> O=C(O)CCCCCN1C(=O)C(O)=C(C(=O)/C=C/c2ccccc2)C1c1cccc([N+](=O)[O-])c1 (stereo not drawn)
  0.0 | -4 | 4 | 12 | -9 | 10 | 0.4 | -7 | -1
> Cc1csc(N2CCCC2c2nc3cc(Cl)c(N4CCCCC4)cc3n2CCOCCO)n1 (stereo not drawn)
  -0.1 | -4 | 0 | -16 | -5 | 1 | -0.6 | -3 | 7
> Cc1ccc(S(=O)(=O)N2CCN(C(=O)C3CCCO3)CC2)cc1 (stereo not drawn)
  -0.4 | -2 | 8 | -10 | -18 | 1 | 0.3 | -3 | -10
> O=C(COC(=O)c1ccc([N+](=O)[O-])s1)NC(c1ccccc1)c1ccccc1
  -0.9 | -8 | 3 | -20 | -16 | 0 | -1.6 | -8 | -9
> Cc1ccc(OCc2cn3cccnc3n2)cc1
  -0.2 | -5 | 1 | -14 | -9 | 2 | -0.9 | -4 | 0
> CN=C(Nc1ccc(C(=O)OC)cc1)SC1CC(=O)N(c2ccccc2F)C1=O (stereo not drawn)
  0.9 | -3 | -2 | -31 | -8 | 8 | 1.6 | -7 | 2
> COC(=O)c1ccccc1NC(=O)CSc1nccn1C
  0.8 | -1 | 2 | -13 | -31 | 4 | -1.7 | 0 | -11
> Cc1ccc(S(=O)(=O)NN=C2CC(C)(C)CC(=O)C2(C)C)cc1
  . | -4 | 8 | . | -14 | 0 | . | . | -7
> CCc1nc2ccc(C(=O)NCc3ccccc3)cc2nc1CC
  -1.1 | -5 | 1 | -7 | 3 | 5 | -2.2 | 7 | -10
> CSCC[C@@H](C(=O)O)N1Cc2ccccc2C1=O
  -0.1 | -2 | -2 | -2 | 3 | 1 | 0.2 | 2 | 3
> Cc1cccc(OCC(=O)Nc2ccc(C(=O)Nc3ccccc3C(=O)O)cc2)c1C
  0.5 | 0 | 6 | -3 | -40 | -1 | -0.8 | -3 | -6
> Cc1cc(N/N=C/c2ccc(N(C)C)cc2)c2ccccc2n1
  -0.2 | -4 | -3 | -4 | -2 | 1 | -1.6 | 3 | -4
> CCc1ccc(OCC(=O)O/N=C(\N)c2ccncc2)c(Br)c1
  2.6 | -2 | -2 | -12 | -16 | 9 | -0.1 | -3 | 6
> CCOCCCNC(=O)/C(C#N)=C/c1ccccc1F
  -0.3 | -5 | 6 | -4 | -14 | 1 | 1.5 | -6 | -4

Each structure is followed by: V1aR counter | M1 ag | CHRM1 PAM | CHO parental Ca | TAAR1 antagonist | TAAR1 ag | OXTR ag | OXTR potentiator | M1 antag
> N#Cc1ccccc1COC(=O)CCN=C1NS(=O)(=O)c2ccccc21
  2.2 | 6 | 14 | -4 | 5 | 5 | 3.6 | -8 | -16
> O=C(O)c1ccc(Cl)c(S(=O)(=O)Nc2ccccc2N2CCOCC2)c1
  1.7 | -6 | 6 | 7 | 1 | 6 | 0.8 | -1 | -1
> O=C(NCCCc1ccccc1)c1cccc(Br)c1
  -0.9 | -6 | 0 | -24 | 7 | -1 | -2.9 | 6 | 4
> O=C(NCCCNC(=O)c1cnccn1)c1cccc(Cl)c1
  -0.6 | -3 | 1 | -5 | -12 | 0 | 0.9 | -4 | 1
> Cc1n[nH]c(=O)c2c(NC(=O)CSc3ccccc3F)oc(C)c12
  -0.1 | 1 | -8 | -3 | 3 | 4 | 0.6 | -11 | 10
> O=C(NC(=S)Nc1ccc2ncccc2c1)c1ccccc1
  0.0 | -2 | -3 | -13 | -37 | 2 | -1.3 | -21 | -3
> COc1ccccc1C1c2[nH]c3ccccc3c2CCN1Cc1cnc(C)s1 (stereo not drawn)
  . | -15 | -5 | . | -24 | 1 | . | . | -1
> COc1cccc2c(=O)n(CC(=O)Nc3ccc(F)cc3)ccc12
  -0.6 | -2 | 10 | 10 | -23 | 1 | 0.4 | -4 | -11
> CCOC(=O)Cn1c(=O)oc2cc(S(=O)(=O)N(C)c3cccc(C)c3)ccc21
  1.8 | -2 | 0 | -2 | 12 | 6 | 2.8 | -10 | -7
> O=C(NCCc1ccccc1)C(c1ccncc1)N(C(=O)c1csnn1)C1CC1 (stereo not drawn)
  -0.4 | -4 | 4 | -15 | 49* | 83* | -0.7 | -19 | -11
> O=c1[nH][nH]c(=O)c(Cl)c1Cl
  . | 1 | 1 | . | 8 | 7 | . | . | -5
> COc1cccc2c1N1C(=O)c3c(C(=O)O)cccc3C1CC2(C)C (stereo not drawn)
  . | -2 | 15 | . | -10 | -3 | . | . | -12
> Cc1ccc(NC(=O)CCC(=O)NNC(=O)/C=C/C(=O)O)c(C)c1
  0.3 | -6 | 5 | -6 | 4 | -2 | -1.9 | 5 | -7
> CSc1nc2nc3c(cc2c(=O)[nH]1)C(O)Oc1ccc(C)cc1-3 (stereo not drawn)
  -1.7 | -2 | 1 | -15 | 2 | 1 | -2.7 | -7 | 7
> O=C(O)c1ccccc1-c1nc2ccccc2c(=O)[nH]1
  0.2 | 0 | 9 | -7 | -12 | 2 | -0.2 | -10 | -21

Each structure is followed by: V1aR counter | M1 ag | CHRM1 PAM | CHO parental Ca | TAAR1 antagonist | TAAR1 ag | OXTR ag | OXTR potentiator | M1 antag
> Cc1cc(C)nc(Nc2ccc(N3CCOCC3)cc2)n1
  0.7 | -3 | 6 | 7 | -3 | 13 | -0.9 | 1 | -3
> O=C(Nc1ccc(Cc2ccc(NC(=O)C3CC3)c(O)c2)cc1O)C1CC1
  1.7 | -1 | 2 | -7 | -8 | 8 | 0.9 | -5 | 4
> O=C(CSCc1ccccc1Br)NNC(=S)NCc1ccco1
  3.0 | -1 | -5 | -13 | -17 | 4 | 1.2 | -10 | 18
> CCOc1ccc(S(=O)(=O)N2CCC(C(=O)OCc3cccc(OC)c3OC)CC2)cc1
  6.2 | 1 | -9 | -6 | 20 | 4 | 2.7 | -13 | 10
> O=C(O)c1ccc(-c2nc3ccccc3s2)o1
  -0.2 | -3 | 7 | -1 | -25 | 1 | 1.3 | -1 | -24
> COc1ccccc1N1CCN(C(=O)CCS(=O)(=O)c2ccc3c(c2)oc(=O)n3C)CC1
  2.6 | -2 | 0 | -5 | 1 | 0 | 0.9 | -1 | 0
> Cc1nn(C2CCS(=O)(=O)C2)c(C)c1CN(C)C(=O)c1ccc(F)cc1 (stereo not drawn)
  . | 0 | 6 | . | -27 | 2 | . | . | -13
> Cc1cccc(Nc2nnc(SCC3CCCCO3)s2)c1 (stereo not drawn)
  -0.9 | -2 | -2 | -7 | 10 | -2 | -1.9 | -6 | 3
> CC1CCCC(C)N1C(=O)COC(=O)CNC(=O)c1ccc(Cl)cc1Cl (stereo not drawn)
  0.6 | -4 | 12 | -9 | -12 | 1 | -0.6 | 2 | -12
> Cc1ccnc(NC(=O)Cc2ccc(F)cc2)n1
  -0.4 | -4 | 8 | -8 | -34 | 0 | 0.7 | -3 | -13
> CCCCn1nnnc1C(CCSC)N1CCN(C/C=C/c2ccccc2)CC1 (stereo not drawn)
  . | -7 | -10 | . | -15 | -1 | . | . | -13
> O=c1[nH]cc(N=Cc2cc([N+](=O)[O-])ccc2O)c(=O)[nH]1
  2.5 | . | . | 11 | . | . | 0.7 | -6 | .
> Cc1ccc(-c2nc(-c3ccc(Cl)cc3)sc2CC(=O)O)c(C)c1
  -0.2 | -6 | -12 | -10 | 12 | 3 | -0.9 | -5 | 15
> CSC1=NCCN1S(=O)(=O)c1ccc(C)cc1
  0.3 | -6 | -9 | -3 | -2 | 2 | -1.3 | -8 | 12
> CCc1nc2c(OCc3ccccc3C(=O)OC)cccn2c1N(C)C(=O)Nc1ccccc1OC
  . | -5 | 7 | . | -54 | 2 | . | . | -11

Part of the list above, limited to V1aR counter and M1 ag:
SMILES	V1aR counter	M1 ag
COc1cccc2c1N1C(=O)c3c(C(=O)O)cccc3C1CC2(C)C (stereo not drawn)	.	-2
Cc1ccc(NC(=O)CCC(=O)NNC(=O)/C=C/C(=O)O)c(C)c1	0.3	-6
CSc1nc2nc3c(cc2c(=O)[nH]1)C(O)Oc1ccc(C)cc1-3 (stereo not drawn)	-1.7	-2

Next section
Each structure is followed by: V1aR counter | M1 ag | CHRM1 PAM | CHO parental Ca | TAAR1 antagonist | TAAR1 ag | OXTR ag | OXTR potentiator | M1 antag
> NC(=O)C1=C[C@@H](c2ccc(Br)cc2)C[C@@H](OCc2ccc(CO)cc2)O1
  -0.1 | -3 | 2 | -12 | 4 | 3 | 2.7 | -8 | 0
> Cc1ccc2nc(-c3ccc(SCC(=O)Nc4nc(C)cs4)nc3)[nH]c2c1
  1.6 | -5 | -7 | -3 | 33 | 6 | -1.2 | -15 | 16
> O=C(Nc1ccc(NC(=O)C2CC2)nc1)c1ccco1
  0.9 | 0 | 5 | -13 | -13 | 12 | 7.1 | -6 | -6
> CN(C)C(CNC(=O)CCc1nc2ccccc2s1)c1ccccc1 (stereo not drawn)
  -0.8 | -11 | -9 | 1 | -9 | 9 | 0.9 | -12 | 7
> O=[N+]([O-])c1cccc(-c2nnnn2-c2cccc(F)c2)c1
  -0.1 | -7 | -1 | -10 | -45 | 0 | 0.3 | 6 | 0
> O=C(COc1ccccc1[N+](=O)[O-])OCC(=O)c1ccc(Br)s1
  0.0 | -4 | -3 | 2 | 3 | -2 | -1.4 | -2 | 4
> O=C(CSc1nnc(-c2ccccc2O)o1)N1CCc2ccccc2C1
  -0.7 | -6 | 3 | -30 | 5 | 2 | -0.9 | 2 | -3
> O=C(Nc1ccc2c(c1)OCCO2)c1cc(F)c(F)cc1Cl
  -0.3 | -6 | 0 | -4 | 0 | 0 | -1.3 | -2 | 0
> O=C(NC1CCCC1)c1cc2nc(-c3ccccc3)cc(-c3ccccc3)n2n1
  0.1 | -1 | 7 | 1 | -14 | 1 | 0.6 | -6 | -7
> Cc1ccc(C(=O)Nc2nc(C(C)(C)C)cs2)s1
  -1.3 | -4 | -3 | -25 | -7 | 19 | -2.1 | -12 | 5
> Cc1cc(C(=O)OC2CCOC2=O)c2ccccc2n1 (stereo not drawn)
  -0.1 | -2 | 20 | -8 | -16 | 1 | -0.9 | -2 | -10
> Cc1ccc(C(=O)OC2CCCN(C)C2)cc1 (stereo not drawn)
  0.5 | -11 | 8 | -15 | 0 | 2 | -0.4 | -2 | -9
